Rac1 mut GTP: human Rac1 activated mutant GTP binding change; P63000; GST-Rac1 activated beads, fluorescent GTP binding, flow cytometry; actives lie on both sides; 100% means binding = to untreated wells; percent activity (GTP binding), % at 10 µM; actives 0.11% (n = 190,000);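 active = GTP binding at least 20 percentage points away from the 100% baseline, in either direction, so actives lie on both sides; inconclusive = Compound likely fluorescent itself, or too few beads counted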
Bim-Mcl-1: human Bim-Mcl-1 interaction inhibition | actives 0.1% (n = 190,000) | Q07820 | Bead-based flow cytometry, Bim peptide-Mcl-1 binding | inhibition, % at 10 µM; in the data active = inhibition above about 40%;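 note: 0% = no compound tracer wells and 100% = peptide blocker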
Target sequence (Q07820 whole entry, looked up): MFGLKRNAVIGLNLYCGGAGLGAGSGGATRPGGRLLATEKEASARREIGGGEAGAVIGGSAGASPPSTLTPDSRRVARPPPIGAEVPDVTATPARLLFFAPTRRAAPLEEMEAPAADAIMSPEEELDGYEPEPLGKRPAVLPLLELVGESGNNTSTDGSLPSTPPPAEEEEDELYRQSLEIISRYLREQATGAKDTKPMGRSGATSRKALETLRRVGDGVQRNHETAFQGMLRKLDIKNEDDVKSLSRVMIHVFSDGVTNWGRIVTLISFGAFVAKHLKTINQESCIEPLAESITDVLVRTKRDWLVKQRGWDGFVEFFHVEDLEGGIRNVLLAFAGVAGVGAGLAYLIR
Pf gametocyte: inhibitors of late stage P. falciparum gametocyte viability. P. falciparum stage V gametocytes, ATP luminescence, 24 h. inhibition, % at 10.9 µM. actives 0.065% (n = 150,000). AID 743093;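 active = inhibition above the mean plus 3 SD of compounds within the control limits, set per campaign, cut at about 38% in these data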;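 note: 0% = DMSO wells and 100% = medium only without gametocytes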
Mcl1-Noxa inh: Mcl-1/Noxa interaction inhibition | TR-FRET Mcl-1/Noxa peptide binding, 2 h | actives 1.5% (n = 220,000) | inhibition, % at 21.7 µM | Q07820;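 active = compounds that cut the protein-peptide binding signal by more than 50% relative to plate controls in a single-dose test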;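 note: His-tagged Mcl-1 with rhodamine Noxa BH3 peptide and terbium anti-His antibody; 0% = Mcl-1 plus Noxa peptide wells and 100% = peptide-only wells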
Avidin bead fluor: compound fluoresces at 488/530 nm on avidin beads | compound fluorescence 488/530 nm, flow cytometry; stronger effect = higher value | fluorescence (KMESF) at 10 µM | actives 0.38% (n = 220,000) | AID 1775; in the data active = fluorescence above about 47; note: inactives centre near 10
Rac1 wt modul: alters GTP binding to wildtype human Rac1; P63000; GST-Rac1 beads, fluorescent GTP binding, flow cytometry; actives lie on both sides; 0 = cold GTP competed, 100 = untreated; GTP binding activity (% of control), % at 10 µM; actives 0.27% (n = 190,000); AID 757;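 active = GTP binding activity at least 20 points away from the 100% control level, either lower or higher; inconclusive = compound flagged as likely green fluorescent, judged across all proteins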
HRas wt GTP bind: changes GTP binding to wildtype human HRas. actives 0.14% (n = 190,000). GTP binding activity, % at 10 µM. GST-Ras wt beads, Bodipy-FL-GTP binding, flow cytometry; actives lie on both sides. P01112. AID 759;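 active = GTP binding activity at least 20% away from the 100% baseline, either lowered as inhibitor or raised as activator; inconclusive = flagged as likely green fluorescent, judged across all proteins in the well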;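 note: 0% = unlabeled GTP competition control and 100% = no-compound control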
Target sequence (P01112 whole entry, looked up): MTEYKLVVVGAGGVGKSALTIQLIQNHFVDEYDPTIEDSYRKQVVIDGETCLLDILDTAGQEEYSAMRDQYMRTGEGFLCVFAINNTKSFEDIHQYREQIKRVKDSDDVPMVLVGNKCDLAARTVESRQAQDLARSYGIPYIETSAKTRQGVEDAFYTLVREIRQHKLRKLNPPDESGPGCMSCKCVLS
Rab2A wt mod: changes GTP binding to wildtype dog Rab2A, up or down; GST-Rab2 wt beads, Bodipy-GTP binding, flow cytometry; GTP binding activity, % at 10 µM; actives 0.19% (n = 190,000); AID 760;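 active = GTP binding activity at least 20 points away from 100%, either lowered or raised; inconclusive = signal likely due to the compound's own green fluorescence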;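 note: 0% = beads with excess unlabeled GTP and 100% = no-compound control corrected for plate trend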
Mcl1-Bid inh: disrupts binding of human Mcl-1 to Bid peptide. TR-FRET Mcl-1/Bid-Dy647 peptide binding, 1536-well. Q07820. actives 0.97% (n = 220,000). inhibition, % at 21.7 µM;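 active = compounds that cut the binding signal by more than half at the single screening dose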;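 note: His-tagged Mcl-1 with europium anti-His antibody binding Bid BH3 peptide; 0% = Mcl-1 plus peptide wells and 100% = peptide-only wells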
Cdc42 wt: changes GTP binding to wildtype human Cdc42; P60953; GST-Cdc42 beads, Bodipy-GTP binding, flow cytometry; actives lie on both sides; AID 761; percent activity (GTP binding), % at 10 µM; actives 0.2% (n = 190,000);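 active = percent activity GTP binding at least 20 points away from the 100% baseline, either down as inhibitor or up as activator; inconclusive = compound flagged as likely green fluorescent from well-wide comparison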;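 note: median bead fluorescence of bound Bodipy-FL-GTP at 100 nM; 0% = excess unlabeled GTP control and 100% = no compound control; below 100% means less GTP binding so inhibitor and above means activator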
Target sequence (P60953 whole entry, looked up): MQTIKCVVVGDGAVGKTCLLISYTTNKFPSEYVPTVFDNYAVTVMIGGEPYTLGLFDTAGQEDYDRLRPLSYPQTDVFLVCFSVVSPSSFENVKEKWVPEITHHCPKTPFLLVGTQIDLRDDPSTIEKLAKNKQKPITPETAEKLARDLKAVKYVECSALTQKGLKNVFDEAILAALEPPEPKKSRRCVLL
Rab7 wt modul: modulators of GTP binding to dog Rab7 wildtype GTPase | GTP binding activity (percent of control), % at 10 µM | actives 0.055% (n = 190,000) | GST-Rab7 beads, fluorescent GTP binding, flow cytometry; actives lie on both sides; untreated = 100%, excess cold GTP = 0%;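 active = fluorescent GTP binding to Rab7 beads changed by at least 20 points from the 100% baseline, either direction, mostly lower; inconclusive = compound itself probably fluorescent, or too few beads counted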;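 note: median green fluorescence of bound Bodipy-FL-GTP per Rab7 bead population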
Active calls of the source: *; u = inconclusive; x = no result given.

Below each SMILES – Rac1 mut GTP	Bim-Mcl-1	Pf gametocyte	Mcl1-Noxa inh	Avidin bead fluor	Rac1 wt modul	HRas wt GTP bind	Rab2A wt mod	Mcl1-Bid inh	Cdc42 wt	Rab7 wt modul
- Cc1ccc(-c2nnn(CC(=O)N(Cc3ccco3)C(C(=O)NC(C)(C)C)c3ccc(C)o3)n2)o1 (configuration not stated)
 : 98	0	12	7	5	97	96	95	-6	95	103
- COC(CNC(=O)C(=O)NCC1OCCN1C(=O)c1ccc(Cl)cc1)OC (configuration not stated)
 : 100	0	x	10	x	106	101	101	-3	103	98
- CCOC(=O)CC(=O)CSc1nc(-c2ccc3c(c2)OCO3)cc(C(F)(F)F)c1C#N
 : 101	0	x	-197	9	101	99	100	-50	101	99
- CCOC(=O)c1nn(-c2ccc(C)cc2)c(C)c1C(C)=O
 : 89	2	x	3	25	87	91	91	-8	89	94
- CC(=O)c1ccc2c(c1)CC(C)C(=O)N2C (configuration not stated)
 : 100	0	-5	5	5	104	101	98	-18	96	99
- CCn1c(O)c2ccc(C(=O)N=NC(=O)c3cccnc3)cc2c1O
 : 94	-1	x	x	10	94	96	95	-12	97	95
- CSc1nncc(-c2ccc(F)c(F)c2)n1
 : 102	0	-10	-2	19	105	103	101	-46	103	99
- CC(NC(=O)C1CCC(CNS(=O)(=O)c2ccccc2)CC1)c1ccc2c(c1)OCCO2 (configuration not stated)
 : 93	-3	x	7	20	98	99	97	10	95	102
- O=C(Cc1cccs1)NCc1ccccc1F
 : 102	-3	x	3	0	105	102	102	-16	102	100
- COc1cccc(/C=C/C(=O)OCC(=O)NCc2ccc(Cl)cc2)c1
 : 91	0	16	10	10	91	92	94	-23	89	102
- CCOC(=O)c1cnc(-n2nc(C)cc2C)nc1NCCO
 : 103	2	-28	-9	12	107	104	103	13	106	102
- CN(C)CCn1c(C(=O)O)cc2ccccc21
 : 103	-3	0	5	9	112	102	100	-7	103	105
- CCn1c2ccccc2c2cc(NC(=O)COC(=O)c3cc(S(=O)(=O)N4CCCCC4)ccc3Cl)ccc21
 : 100	-3	-19	25	9	104	99	98	0	100	100
- CCOC(=O)C1CCN(CC(O)COCc2ccc3c(c2)OCO3)CC1 (configuration not stated)
 : 95	-6	8	14	12	103	100	99	4	101	105
- CC1=C(C(=O)Nc2cccc([N+](=O)[O-])c2)C2(CCC(C)CC2)OC1=O (configuration not stated)
 : 96	-1	x	13	14	97	100	102	2	101	100
- CCc1nnc(NC(=O)CN2C(=O)c3ccccc3C2=O)s1
 : 98	0	x	1	16	110	101	97	-21	103	101
- O=C(/C=C/c1cccc([N+](=O)[O-])c1)N1CCN(c2ccc(F)cc2)CC1
 : 102	0	-5	8	12	105	101	100	-34	104	100
- Cc1cc(C)n(-c2cc(N3CCN(C(=O)c4cccc(Br)c4)CC3)ccc2[N+](=O)[O-])n1
 : 97	-8	x	2	11	105	101	101	-20	102	103
- O=C(Nc1nncs1)c1ccc(S(=O)(=O)c2ccccc2)cc1
 : 89	-3	29	14	14	93	96	93	3	94	94
- CCc1ccc(C(c2c(C)nn(-c3ccccc3)c2N)c2c(C)nn(-c3ccccc3)c2N)cc1
 : 99	-23	8	5	5	101	97	97	-42	95	100
- O=C(O)CC(NC(=O)C12CC3CC(CC(C3)C1)C2)c1ccc(OC2CCCC2)cc1 (configuration not stated)
 : 91	0	x	11	6	94	98	94	-18	95	93
- NC(=O)CCCSc1nc2ccccc2[nH]1
 : 97	1	15	8	13	98	99	98	-7	96	105
- CCn1c(-c2csc3ccccc23)n[nH]c1=S
 : 100	-8	7	8	14	102	102	101	-23	99	98
- COc1ccccc1-c1nnc(NC(C)=O)s1
 : 97	-1	11	-21	8	99	100	97	-7	99	99
- N#CCCN1CCN(C2=NC(=O)C(=C3CCCCC3)S2)CC1
 : 97	0	8	34	8	97	99	98	-36	97	97
- Cc1ccc2c(c1)C(O)(CC(=O)c1ccc(C)s1)C(=O)N2 (configuration not stated)
 : 97	-1	-29	7	20	103	102	101	-24	95	108
- O=C(Cn1cnc2scc(-c3cccc([N+](=O)[O-])c3)c2c1=O)NCc1ccco1
 : 97	-1	19	67*	8	99	96	100	-25	94	103
- Cc1cc(C)nc(N/N=C2/CCCC/C2=C\c2ccccc2)n1
 : 95	-2	14	-14	11	94	92	93	-16	98	90
- O=[N+]([O-])c1ccc(/C=N/N/C(=N/c2ccccn2)c2ccccn2)cc1
 : 101	-5	12	3	15	102	104	104	3	106	95
- Cc1csc(=Nc2ccccc2)n1Cc1ccco1
 : 92	-2	-11	21	10	100	98	100	6	97	104
- CCOc1ccccc1-n1cnc2cc(C(=O)NCc3ccco3)ccc21
 : 101	0	13	-4	27	105	103	105	-18	105	104
- COc1ccc(C(=O)NC(=S)NNC(=O)Cc2cccs2)cc1
 : 95	-3	x	-63	11	103	102	101	-83	100	103
- Nc1cc(N)nc(SCC(=O)N2CCCCC2)n1
 : 98	0	18	17	10	103	101	102	-43	99	106
- COc1ccc(-c2c(C#N)c(N)nc3sc(C(=O)c4ccc(C)cc4)c(N)c23)cc1
 : 95	-3	x	-1	14	94	94	95	-24	94	95
- O=C(c1cc2ccccc2o1)c1nc2c(n1O)CCCCC2
 : 97	-1	x	-2	9	94	98	95	-18	96	97
- O=C(N/N=C/c1cccnc1)c1[nH]ncc1Br
 : 94	-1	2	0	6	95	96	96	-2	93	103
- CCSc1nnc(NC(=O)c2cccnc2Cl)s1
 : 101	-1	x	5	8	103	101	101	3	101	101
- Cc1nnc(SCCCN2C(=O)c3ccccc3C2=O)o1
 : 97	-1	x	28	5	100	101	97	1	99	95
- CC1CCC2(CC1)C(Nc1cccc(Cl)c1)=NC(=S)N2CC#N (configuration not stated)
 : 99	2	x	2	6	101	99	100	-12	101	98
- CSC1=NCCN1C(=O)Cc1cccs1
 : 95	-2	x	19	8	95	97	97	-22	97	97
- COc1ccc(/C=N/N(Cc2ccccc2)c2ccccc2)cc1O
 : 93	0	-5	3	9	96	96	97	-25	101	93
- Cc1ccc(C(=O)NNC(=S)NC(=O)COc2ccccc2)cc1
 : 98	-3	-13	-66	17	101	99	97	-136	101	98
- O=C(Nc1sc2c(c1C(=O)c1ccccc1)CCCC2)c1cccnc1
 : 99	-4	-5	32	13	105	101	101	-1	101	103
- COc1ccc(N2CCN(C(=O)c3ccc(COc4ccc5c(C)cc(=O)oc5c4)cc3)CC2)cc1
 : 95	-4	-14	12	84*	99	96	96	-5	94	96
- COC(=O)Nc1cccn(Cc2c(Cl)cccc2Cl)c1=O
 : 102	-3	10	12	19	102	105	106	-7	106	104
- Cc1ccc(OCC(=O)Nc2ccc3c(c2)OC(F)(F)O3)c([N+](=O)[O-])n1
 : 98	-2	x	16	13	103	104	100	-6	100	102
- CCCN(CCC)CCNC(=O)CCC(=O)Nc1ccc2nc(N3CCN(C)CC3)cc(C)c2c1
 : 98	-1	2	24	5	99	100	104	-38	97	103
- CCCCn1c(=O)c(C(C)=O)c(O)c2ccccc21
 : 96	-1	x	8	7	100	95	95	4	96	99
- Cc1ccc(/C=C(\NC(=O)c2ccc(C)cc2)c2nc(=S)[nH][nH]2)cc1
 : 94	-4	x	39	13	96	99	95	-8	97	95
- O=C(c1ccco1)N1CCN(c2ncnc3c2[nH]c2ccccc23)CC1
 : 101	-6	x	17	32	105	102	103	-7	102	103

Later entries
Below each SMILES – Rac1 mut GTP	Bim-Mcl-1	Pf gametocyte	Mcl1-Noxa inh	Avidin bead fluor	Rac1 wt modul	HRas wt GTP bind	Rab2A wt mod	Mcl1-Bid inh	Cdc42 wt	Rab7 wt modul
- CCCn1c(SCC(=O)N2CCN(S(=O)(=O)c3ccc(Cl)cc3)CC2)n[nH]c1=O
 : 98	-6	27	0	5	105	101	102	-28	98	102
- O=C(COc1ncnc2ccccc12)NC1CCS(=O)(=O)C1 (configuration not stated)
 : 99	1	-3	-14	15	102	106	106	-24	104	106
- COc1cccc(N=CC=C2OC(C)(C)C(C)(C)O2)c1
 : 97	0	-23	3	10	96	97	97	-18	95	100
- O=c1cc(N2CCCCC2)c(-c2ccccc2)nn1Cc1ccc(Cl)cc1Cl
 : 95	0	-13	-15	4	97	95	97	-21	96	95
- O=C1CCCc2nc(N3CCN(C(c4ccccc4)c4ccccc4)CC3)ncc21
 : 101	0	0	-3	40	105	104	101	-7	102	103
- CN(CC(=O)Nc1ccc(S(=O)(=O)N2CCCC2)cc1)CC(=O)Nc1ccc(F)c(F)c1F
 : 93	0	-9	0	20	91	96	96	-19	93	101
- CCN1CCCC1CNC(=O)C1c2ccccc2C(=O)N(CCOC)C1c1ccc(F)cc1 (configuration not stated)
 : 97	-1	x	7	36	100	98	99	-6	101	94
- CC(C)NCC(O)COC1C2CC3CC(C2)CC1C3 (configuration not stated)
 : 98	-1	-7	8	6	101	100	99	2	97	105
- COCCn1nnnc1C(c1cc2cc(OC)ccc2[nH]c1=O)N1CCC(Cc2ccccc2)CC1 (configuration not stated)
 : 95	-1	-21	x	8	97	97	97	x	97	95
- CCOC(=O)c1c(C)[nH]c(C(=O)C(C)Sc2ccc(Cl)cc2)c1C (configuration not stated)
 : 97	1	x	-4	11	98	99	98	-7	98	97
- CN(CCCNC(=O)C1CCN(S(=O)(=O)N2CCC3(CC2)OCCO3)CC1)Cc1ccccc1
 : 96	-2	x	-11	4	99	99	99	-14	99	97
- C=C(C)C1CCC(C)=C1CC(C)(C)/C=N\n1cnnc1 (configuration not stated)
 : 101	3	x	-3	22	108	102	103	-33	105	102
- O=C(CN1CCOCCOCCOCCOCC1)Nc1ccccc1
 : 98	2	x	-1	19	106	102	102	8	99	97
- COC(=O)c1cc2oc(C)cc2n1CC(=O)Nc1cc(C)cc(C)c1
 : 100	0	x	0	18	100	98	100	-19	96	101
- O=C(c1c[nH]c2ccccc12)N1CCOCC1
 : u	0	17	10	12	u	u	u	30	u	u
- Cc1ccc2nc(C)c(C(=O)N/N=C/c3cccc([N+](=O)[O-])c3)cc2c1
 : 99	-3	5	0	13	102	98	98	-21	100	100
- COc1ccc(COc2ccsc2C(=O)Nc2ccc(Cl)c(Cl)c2)cc1
 : 100	-3	5	1	14	108	110	104	-11	112	100
- O=C(CN1C(=O)c2cccc3cccc1c23)N1CCN(c2ccc(F)cc2)CC1
 : 97	1	-3	0	4	103	99	96	-19	98	99
- CCN(CC)C(=O)c1cn(CCC#N)nc1-c1ccc2c(c1)OCCO2
 : 97	-2	x	0	13	103	100	101	-30	101	104
- COc1ccc(Cc2nc(-c3ccc(-n4cccc4)cc3)no2)cc1OC
 : 94	4	x	10	6	95	95	96	-18	95	94
- COc1cccc(C(=O)Cn2c(NCCO)nc3ccccc32)c1
 : 101	-7	x	15	18	107	104	100	24	104	98
- Cc1cccc(OCC(=O)Nc2ccc3nc(C)sc3c2)c1
 : 87	0	9	15	10	89	93	93	-10	87	98
